# Bioassay records deposited in PubChem BioAssay by National Center for Advancing Translational Sciences (NCATS).
# VP16 counter = VP16 counterscreen qHTS for inhibitors of ROR gamma transcriptional activity; Drosophila S2 Gal4-VP16 UAS-luciferase, luminescence, 20 h; Potency, µM (top dose mostly 53.6 µM), for the others: at the top dose activity, negative = inhibition, most hits filed as inhibitors; actives 3.5% (n = 310,000);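 note: Gal4-VP16 expression switched on by copper sulfate through the metallothionein promoter; % is set by controls: 0 for no effect and ±100 for the full control effect; nearly all actives have a fitted effect of over 50% in size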
# Rab9 prom act = qHTS Assay for Rab9 Promoter Activators; Huh7 Rab9 promoter-luciferase reporter, luminescence, 24 h; Potency, µM (doses to about 9.22 µM), without a hit: at the highest dose activation, negative = inhibition, hits mostly activators; actives 2.8% (n = 320,000); note: % of control where 0% means no effect; nearly all actives have a fitted effect of over 60% in size
#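 Measured in stably transfected Huh7 cells bearing a Rab9 promoter–luciferase construct: 24 h compound treatment at 37 °C, followed by luminescence detection.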
# MBNL1 CUG block = qHTS Assay for Inhibitors of MBNL1-poly(CUG) RNA binding | AID 2675, 2010 | Potency, µM (highest dose often 57.5 µM), for the others: at the highest dose activity change, negative = inhibition, usual class: inhibitors | TR-FRET MBNL1-His/biotin-(CUG)12 binding, 665/545 ratio | Muscleblind-like protein 1 (Homo sapiens), Q9NR56 | actives 0.036% (n = 280,000); active = well fitted inhibition curve with a large enough effect in the signal ratio, with a control signal flat, not every such curve was filed as active; inconclusive = small, poorly fitted or top-dose-only effect, or effect the other way, or a change in a side signal; inactive = no such curve, though single readings can be large or run the other way; the % refers to the signal ratio; note: % is set by controls: 0 for no effect and ±100 for the full control effect
# Target sequence (Q9NR56 whole entry, looked up): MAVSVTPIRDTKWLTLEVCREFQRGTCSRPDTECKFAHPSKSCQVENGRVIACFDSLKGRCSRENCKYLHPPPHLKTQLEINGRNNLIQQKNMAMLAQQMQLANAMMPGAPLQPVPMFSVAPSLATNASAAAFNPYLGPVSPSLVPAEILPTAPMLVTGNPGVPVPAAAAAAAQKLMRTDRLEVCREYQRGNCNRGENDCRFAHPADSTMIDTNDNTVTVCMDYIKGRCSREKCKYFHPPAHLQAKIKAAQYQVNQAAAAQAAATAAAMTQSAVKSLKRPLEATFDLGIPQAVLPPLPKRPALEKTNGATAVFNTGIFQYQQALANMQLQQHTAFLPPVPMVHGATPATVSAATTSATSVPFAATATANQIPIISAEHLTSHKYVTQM
#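 Ratiometric TR-FRET (665 over 545 nm, excitation 340 nm) tracks disruption of MBNL1-His/biotin-(CUG)12 complex after 60 min at room temperature, with compounds at 92 nM to 58 uM final.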
# ELG1 genotox = qHTS screen for small molecules that induce genotoxicity in human embryonic kidney (HEK293T) cells expressing luciferase-tagged ELG1; actives 1.3% (n = 330,000); AID 504466, 2011; Potency, µM (titrated, usually from 46 µM), for the others: at the highest dose activity change, positive = activation, most hits filed as activators; HEK293T ELG1-luciferase reporter, luminescence, 16 h; note: % of control where 0% means no effect; nearly all actives have a fitted effect of over 60% in size
#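 Quantitative HTS format in 1536-well plates. HEK293T ELG1-luciferase reporter cells receive test compound and are incubated 16 hr at 37 °C, 5% CO2; ONE-Glo added, 30 min room temperature, then luminescence read.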
# FLuc modulator = qHTS profiling assay for firefly luciferase inhibitor/activator using purifed enzyme and Km concentrations of substrates (counterscreen for miR-21 project); Luciferin 4-monooxygenase (Photinus pyralis), P08659; purified FLuc, Km substrates, luminescence inhibition; Potency, µM (series often up to 57.5 µM), for inactives: at the highest dose activity change, negative = inhibition, actives largely listed as inhibitors; actives 6.9% (n = 360,000); AID 588342, 2011;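 note: plate controls were vehicle for no effect and reference inhibitor for full effect; nearly all actives have a fitted effect of over 55% in size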
#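 Purified P. pyralis luciferase, 10 nM final, with Km-level 10 uM D-luciferin and 10 uM ATP in 50 mM Tris acetate pH 7.5, 10 mM Mg acetate, 0.01% Tween-20, 0.05% BSA; 6-point qHTS titration about 60 µM downward; luminescence read.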
# p53 reactivator = qHTS assay for re-activators of p53 using a Luc reporter; actives 0.063% (n = 320,000); Potency, µM (titrated, usually from 92.2 µM), inactives show at the top dose activity change, positive = activation, usual class: activators; H1299 p53-A138V BP100-luciferase reporter, luminescence, 24 h; note: % of control where 0% means no effect; nearly all actives have a fitted effect of over 45% in size
#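 p53-null H1299 cells stably carrying temperature-sensitive p53-A138V and a BP100-luciferase reporter were pinned with compounds (4-point, 1:5 series) and held 24 hrs at 37 deg C. Luminescence was read 10 min after detection reagent.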
# BRCA1 expr up = qHTS Assay to Identify Small Molecule Activators of BRCA1 Expression | MCF7-BRCA1-FFLuc reporter, luminescence, 48 h; response scale: scaled: vehicle 0%, 10 µM genistein 100% | Potency, µM (doses to about 46.1 µM), without a hit: at the highest dose activation, hits mostly activators | actives 1.1% (n = 380,000); note: nearly all actives have a fitted effect of over 80% in size; some results filed as inactive show a strong effect at the top dose
#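 Reporter cells (MCF7, BRCA1 promoter-firefly luciferase) received library compounds across a concentration series for 48 h. End-point luminescence was measured and concentration-effect curves derived after normalization.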
# uPA surface inh = qHTS for Inhibitors of Cell Surface uPA Generation; Potency, µM (doses to about 38.3 µM), for inactives: top-dose activity change, negative = inhibition, actives largely listed as inhibitors; cell surface uPA generation assay, qHTS; actives 0.31% (n = 330,000); active = well fitted inhibition curve with a large enough effect; inconclusive = small, poorly fitted or top-dose-only effect; inactive = no such curve, though single readings can be large or run the other way; tested in mouse RAW 264.7 cells; note: % is set by controls: 0 for no effect and ±100 for the full control effect; nearly all actives have a fitted effect of over 55% in size
# RORgamma inh = qHTS for inhibitors of ROR gamma transcriptional activity | Nuclear receptor ROR-gamma (Mus musculus), P51450 | Drosophila S2 Gal4-RORgamma UAS-luciferase reporter, 20 h | Potency, µM (doses to about 53.6 µM), without a hit: at the top dose activity change, negative = inhibition, hits mostly inhibitors | actives 5.4% (n = 310,000); note: % is set by controls: 0 for no effect and ±100 for the full control effect; nearly all actives have a fitted effect of over 60% in size
# Target sequence (P51450 whole entry, looked up, the tested form may be a part): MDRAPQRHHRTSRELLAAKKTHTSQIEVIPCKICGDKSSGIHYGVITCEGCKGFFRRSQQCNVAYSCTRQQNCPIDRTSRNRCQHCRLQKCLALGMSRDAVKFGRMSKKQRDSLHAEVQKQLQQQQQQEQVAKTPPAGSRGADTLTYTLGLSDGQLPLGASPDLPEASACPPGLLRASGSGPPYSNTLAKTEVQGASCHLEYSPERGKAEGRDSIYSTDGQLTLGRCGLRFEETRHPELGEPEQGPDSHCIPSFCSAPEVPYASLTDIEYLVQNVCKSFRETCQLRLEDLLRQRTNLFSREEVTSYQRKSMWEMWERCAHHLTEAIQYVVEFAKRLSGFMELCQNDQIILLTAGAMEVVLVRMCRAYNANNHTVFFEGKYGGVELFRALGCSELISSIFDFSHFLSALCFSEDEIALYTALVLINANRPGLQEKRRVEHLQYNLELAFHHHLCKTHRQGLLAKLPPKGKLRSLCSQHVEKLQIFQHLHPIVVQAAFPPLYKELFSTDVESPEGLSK
#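 Read-out: Photinus luciferase luminescence; inhibitors lower reporter signal. Insect Schneider cells with Gal4-ROR gamma fusion under metallothionein promoter, UAS reporter; 700 uM final copper sulfate induction, 20 hr, ambient temperature.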
# NPC1 promoter act = qHTS Assay for NPC1 Promoter Activators | Potency, µM (highest dose often 9.22 µM), without a hit: top-dose activation, usual class: activators | actives 2.4% (n = 320,000) | Huh7 NPC1 promoter luciferase reporter, 24 h;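 note: % of control where 0% means no effect; nearly all actives have a fitted effect of over 60% in size; reporter is driven by a mutant NPC1 promoter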
#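 Huh7 reporter cells (NPC1 promoter driving luciferase) are dosed with compound for 24 h at 37 °C, 5% CO2; luciferase detection reagent is then added and luminescence measured after 10 min at ambient temperature.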
# Starred values were filed as active, the others as inactive; ? = inconclusive; . = no result given; [ ] = dose if it differs, or a comment. Unless noted, calls come from the whole dose curve; as a rule, active = well fitted curve in the direction sought with a large enough effect; inconclusive = small, poorly fitted or top-dose-only effect, or another doubt; inactive = no such curve, though single readings can be large; an effect the other way counts as inactive or inconclusive. Potency is the fitted concentration of half-maximal effect.
SMILES,VP16 counter,Rab9 prom act,MBNL1 CUG block,ELG1 genotox,FLuc modulator,p53 reactivator,BRCA1 expr up,uPA surface inh,RORgamma inh,NPC1 promoter act
O=C(COc1ccc(Br)cc1)NCc1ccccn1,9.5%,5.3%,-0.7%,3.5%,3.2%,1.6%,15.3%,-6.1%,24.7%,1.8%
Cc1ccc2nc3n(c(=O)c2c1)-c1ccccc1C(=O)NC3Cc1ccccc1 (stereo not given),.,0.8%,.,2.8%,1.7%,7.5%,.,.,.,-1.2%
Cc1ccc(CNS(=O)(=O)c2ccc(F)c(F)c2)n1C,-8.6%,-3.7%,-0.7%,0.1%,-3.5%,-0.3%,-15.1%,-5.9%,-18.1%,-1.1%
O=C(Cc1ccccc1F)Nc1cc(Cl)ccc1N1CCCC1,-19.1%,-0.6%,6.7%,-3.4%,-1.0%,-5.2%,-17.6%,-7.3%,10.5%,-1.8%
CS(=O)(=O)c1[nH]nc(-c2ccccc2)c1C#N,-2.2%,-6.2%,.,0.0%,-2.4%,5.5%,-0.7%,9.1%,2.1%,-2.8%
COc1ccc(S(=O)(=O)N2CCN(c3ccc(C)cc3C)CC2)cc1OC,?,-6.6%,-3.3%,?,1.9%,0.1%,-7.0%,1.0%,?,-3.4%
COc1cccc(CNC(=O)c2cc3c(cc2Cl)N2CCCCCC2=NS3(=O)=O)c1,.,-3.6%,.,0.1%,-9.5%,-7.9%,-5.9%,-1.5%,.,-0.3%
CCc1ccc(N2C(=O)CN(Cc3cccs3)C2=S)cc1,24.8%,-1.4%,7.2%,9.8%,-17.0%,6.3%,5.8%,4.3%,18.7%,8.4%
COc1cc2nc(C3CCC3)n(NC(=O)C3CCCC(OC)C3)c(=O)c2cc1OC (stereo not given),-6.6%,-1.5%,1.3%,-0.1%,2.9%[2.3 µM],-1.8%,-21.0%,.,-2.3%,-0.8%
Cc1ccccc1NC(=O)C1CCCN1C(=O)NC1CCCCC1 (stereo not given),-0.4%,11.2%,2.9%,2.8%,-1.1%,-9.3%,5.6%,.,-24.3%,5.7%
COc1ccc(C(=O)NC23CC4CC(CC(C4)C2)C3)cc1,5.7%,17.7%,-0.6%,3.8%,7.57µM*,2.1%,36.2%,3.1%,9.3%,1.8%
COc1ccccc1C(=O)NC(=O)CSc1nnc2ccccn12,.,.,.,-0.3%,.,-4.9%,-1.2%,1.6%,.,.
Cc1ccnn1CCC(=O)N1CCCC(CCC(=O)N2CCN(c3ccccn3)CC2)C1 (stereo not given),-9.9%,-0.5%,3.2%,-3.6%,-1.2%,-1.2%,12.7%,-1.5%,21.0%,-5.8%
Cc1cc2c(c(=O)n1Cc1cccnc1)C(c1ccccc1)C(C#N)=C(N)O2 (stereo not given),-2.9%,5.2%,10.4%,-3.9%,-2.8%,22.9%,0.2%,5.7%,5.0%,1.8%
O=C(O)c1ccccc1-n1cnnn1,-9.3%,-5.3%,-2.1%,0.6%,-0.7%,-0.6%,-2.0%,1.4%,-4.3%,-2.8%
CCCCn1c(N)c(N(CC(C)C)C(=O)c2cc(C)nc3ccccc23)c(=O)[nH]c1=O,.,-4.3%,.,-3.9%,-3.6%,-6.5%,-7.7%,-7.0%,.,7.9%
O=C1N=C(N2CCOCC2)S/C1=C\c1cccs1,-14.8%,24.1%,?,9.1%,?,3.6%,0.4%,-9.9%,3.0%,2.6%
O=C(Nc1nnc(-c2ccco2)o1)c1ccc(Cl)s1,0.631µM*,-0.7%,6.2%,-2.0%,-16.6%,11.6%,10.7%,?,2µM*,3.4%
COc1ccc(C(=O)NC2CCN(S(=O)(=O)c3ccc(F)cc3)CC2)cc1,-11.5%,3.0%,-0.8%,?,5.3%,.,3.4%,1.0%,?,1.6%
Cc1cn(C(=O)c2ccccc2)c(=S)n1-c1ccc(Cl)cc1,11.1%,1.7%,2.2%,-0.1%,5.0%,6.6%,-27.4%,-0.3%,41.4%,2.0%
Cn1c2ccccc2c2cc(C(=O)N3CCOCC3)sc21,4.0%,5.0%,-12.0%,-2.4%,-4.3%,11.4%,-37.7%,8.2%,-16.7%,-3.0%
COc1ccc(-c2nc(-c3ccc(NC(=O)c4ccncc4)cc3)no2)cc1OC,-10.4%,-10.9%,4.3%,-11.9%,5.4%,.,-33.8%,-23.8%,?,-3.4%
Cc1cccc(NC(=O)CSc2cccc[n+]2[O-])c1C,.,.,.,-0.1%,.,-1.7%,-1.7%,-1.8%,.,.
Cc1cc(C)n(-c2nc(C(=O)O)cs2)n1,-10.3%,-1.9%,2.5%,2.1%,-15.0%,-3.2%,11.5%,0.3%,4.5%,-3.3%
Cc1ccc(Sc2ncccc2C(=O)O)c(C)c1,-3.5%,-0.9%,.,0.5%,0.6%,1.2%,-12.4%,0.0%,-4.9%,-1.0%
Cc1ccc(N2C(=O)CCSC23C(=O)Nc2ccccc23)cc1 (stereo not given),-9.2%,.,2.4%,.,4.3%,.,-21.7%,-0.1%,9.2%,.
CCCCc1c(O)nc(SC2CC(=O)N(c3ccc(C(=O)OCC)cc3)C2=O)[nH]c1=O (stereo not given),-8.6%,-2.8%,-4.8%,-0.9%,21.3µM*,-3.3%,30.4%,-10.6%,11.1%,-2.1%
O=C(c1ccccc1)C(Sc1ncn[nH]1)c1ccccc1 (stereo not given),-5.6%,-6.1%,5.1%,-1.2%,3.6%,-2.2%,-18.7%,-1.9%,-35.5%,-3.4%
Cc1cc(C(=O)CN2CCCC2)c(C)n1-c1ccc(Cl)cc1,2.8%,-0.2%,-5.1%,-5.8%,-1.7%,0.2%,-25.5%,3.5%,-14.4%,-0.3%
CC(=O)N(CCC(c1ccco1)C(C)C)Cc1ccc(Cl)cc1 (stereo not given),2.7%,-1.6%,.,-4.9%,-2.5%,-0.6%,-27.7%,2.3%,?,3.0%
O=C(N/N=C/c1ccc(C(=O)O)cc1)C1=NNC(c2ccccc2)(c2ccccc2)C1,6.2%[10 µM],-8.6%,10.9%,-7.8%,?,-2.5%,-0.3%,22.9%,0.2%,-1.7%
COCCNC(=O)CSCc1nc(-c2ccc(SC)cc2)oc1C,?,-0.6%,4.2%,-4.3%,?,-2.3%,-87.4%[inhibitor],.,-39.8%,10.7%
NC(=O)CC[C@H](NC(=O)c1ccc(F)cc1)C(=O)OCC(=O)Nc1ccc(N2CCOCC2)cc1,-3.7%,3.8%,6.8%,0.9%,-11.5%,2.7%,1.0%,-4.0%,-6.9%,2.3%
CCOc1ccc(NC(=O)N2CCN(CC)CC2)cc1,.,0.5%,?,2.9%,-1.6%,-6.6%,17.9%,.,-16.9%[0.365 µM],-0.2%
Cc1cc(C(=O)N/N=C/c2cn[nH]c2-c2ccccc2)cs1,15.0%,-0.2%,12.8%[11.5 µM],-0.4%,?,-2.6%,1.1%,3.4%,-1.9%,-1.1%
O=C(Nc1cccc(C(F)(F)F)c1)C1CCCN1S(=O)(=O)c1cccc2cccnc12 (stereo not given),?,-10.9%,-5.8%,3.4%,2.9%,4.5%,-56.3%,.,?,-4.4%
CCCC(=O)Nc1ccc(-c2csc(N/N=C\c3ccncc3)n2)cc1,-4.1%,?,?,-13.0%,3.01µM*,3.0%,-27.3%,-5.0%,21.2%,?
O=C(O)CC(CCc1ccccc1)OC1OC(CO)C(O)C(O)C1O (stereo not given),-4.2%,-1.7%,2.5%,1.0%,1.8%,5.4%,-6.3%,10.6%,1.6%,-5.5%
CSc1nc(C)[nH]c(=O)c1C#N,6.8%,-1.6%,?,-1.0%,-10.0%,3.6%,-1.3%,-0.4%,3.6%,-2.2%
Cn1nc(-c2ccc(Cl)cc2)c2cc(C(=O)N3CCCC3)sc21,-2.2%,-17.3%,-3.6%,-10.4%,0.5%,-0.7%,-42.3%,-5.0%,-31.3%,0.4%
Cc1cccc2nc(CSc3ccccc3C(=O)O)cn12,-29.2%,?,-3.4%,8.2%,15.1µM*,?,1.9%,-0.5%,?,28.2%
CCC(=O)N1CCCc2cc(S(=O)(=O)N3CCN(C4CCCCC4)CC3)ccc21,-12.5%,-15.2%,-6.9%,?,0.7%,4.6%,-22.7%,-7.2%,13.4%,-1.9%
CC1CCN(C(=O)c2ccccc2NC(=O)c2cccc(S(=O)(=O)N(C)C)c2)CC1,-8.6%,1.4%,-6.2%,12.3%,-0.5%,6.4%,-2.5%,0.5%,1.0%,-6.0%

# Exported with bars between the fields: 2 of the compounds above
smiles | VP16 counter | Rab9 prom act | MBNL1 CUG block | ELG1 genotox | FLuc modulator | p53 reactivator | BRCA1 expr up | uPA surface inh | RORgamma inh | NPC1 promoter act
O=C(c1ccccc1)C(Sc1ncn[nH]1)c1ccccc1 (stereo not given) | -5.6% | -6.1% | 5.1% | -1.2% | 3.6% | -2.2% | -18.7% | -1.9% | -35.5% | -3.4%
Cc1cc(C(=O)CN2CCCC2)c(C)n1-c1ccc(Cl)cc1 | 2.8% | -0.2% | -5.1% | -5.8% | -1.7% | 0.2% | -25.5% | 3.5% | -14.4% | -0.3%
